POLH inh: DNA polymerase eta (human) inhibition; 390,000 compounds, 1.2% hits; Potency, µM (doses to about 114 µM), for inactives: at the highest dose activity change, negative = inhibition, actives largely listed as inhibitors; recombinant Pol eta, fluorescent DNA replication assay; Q9Y253; further: potency means the concentration at half of the fitted maximal effect; on the % scale 0 is the no-effect control and ±100 the full control effect
Target sequence (Q9Y253 whole entry, looked up): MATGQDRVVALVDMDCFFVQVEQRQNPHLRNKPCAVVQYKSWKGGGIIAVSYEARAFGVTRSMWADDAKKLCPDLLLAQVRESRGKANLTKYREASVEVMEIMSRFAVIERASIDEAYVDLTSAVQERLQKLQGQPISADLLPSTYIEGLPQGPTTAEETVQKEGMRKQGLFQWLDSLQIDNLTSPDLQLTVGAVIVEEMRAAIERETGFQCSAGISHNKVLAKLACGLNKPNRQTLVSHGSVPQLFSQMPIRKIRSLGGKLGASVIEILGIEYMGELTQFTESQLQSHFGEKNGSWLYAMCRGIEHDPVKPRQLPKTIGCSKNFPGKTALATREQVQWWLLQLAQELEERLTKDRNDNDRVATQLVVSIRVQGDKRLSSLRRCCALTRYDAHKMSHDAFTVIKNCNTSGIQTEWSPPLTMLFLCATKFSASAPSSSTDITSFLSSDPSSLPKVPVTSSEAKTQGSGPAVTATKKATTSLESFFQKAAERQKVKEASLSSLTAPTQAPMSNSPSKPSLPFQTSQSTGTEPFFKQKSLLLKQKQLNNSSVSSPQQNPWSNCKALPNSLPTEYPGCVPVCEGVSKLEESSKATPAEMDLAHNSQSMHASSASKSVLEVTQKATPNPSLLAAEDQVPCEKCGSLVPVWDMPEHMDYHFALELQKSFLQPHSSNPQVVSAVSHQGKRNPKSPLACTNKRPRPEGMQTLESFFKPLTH
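Pol eta at 10 nM preincubated with compounds 15 min at room temperature; reaction started with fluorescent substrate (50 nM final) and read kinetically at 0 and 10 min.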
BLM inh: blocks DNA unwinding by human BLM helicase. P54132. recombinant BLM DNA unwinding, fluorescence dequenching. Potency, µM (doses to about 56.1 µM), inactives show at the top dose activity change, negative = inhibition, usual class: inhibitors. 350,000 compounds, 0.2% hits. AID 2528;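 further: potency means the concentration at half of the fitted maximal effect; plate controls were vehicle for no effect and no enzyme for full effect; nearly all actives have a fitted effect of over 35% in size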
Anesthetic bind: binds horse apoferritin like a general anesthetic | P02791 | apoferritin/1-aminoanthracene competitive binding, fluorescence | Potency, µM (titrated, usually from 77.5 µM), for inactives: at the top dose activity change, negative = displacement, hits mostly inhibitors | 350,000 compounds, 0.074% hits; further: potency means the concentration at half of the fitted maximal effect; on the % scale 0 is the no-effect control and ±100 the full control effect; nearly all actives have a fitted effect of over 20% in size
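Steps: apoferritin (10 uM) was premixed with half-saturated 1-AMA in PBS, compounds were pin-transferred, plates stood 10 min at room temperature, fluorescence was read at 380/535 nm, and curves were fitted with a Hill equation.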
LDHA inh: blocks human lactate dehydrogenase A. AID 1347041. activity change, % (values are at about 110 or 230 µM). 480,000 compounds, 0.15% hits. purified LDHA, NADH/diaphorase-resazurin fluorescence; active compounds read low. P00338; in the data active means activity change below about -30%; inconclusive means mostly about -25% to -30%;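 further: plate controls were DMSO wells for no effect and wells without enzyme for full effect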
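Resorufin fluorescence (ex540/em590), read at 0 and 20 min after diaphorase/resazurin addition, reports the NADH left after a 5 min room-temperature reaction of 2 nM human LDH5 with 0.06 mM NADH and 0.2 mM pyruvate.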
Glioma ERSR ind: induces the endoplasmic reticulum stress response in human glioma cells; U87-MG GRP78 promoter luciferase reporter, 16 h; Potency, µM, without a hit: at the top dose activation, hits mostly activators; 420,000 compounds, 0.02% hits; further: potency means the concentration at half of the fitted maximal effect; series mostly up to about 76 µM; % of control where 0% means no effect; nearly all actives have a fitted effect of over 35% in size
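Stably transfected U87-MG human glioma cells carrying a GRP78-based luminescent sensor were seeded at 1000 cells/well, pin-dosed with compounds and incubated 16 h. Luciferase reagent was then added, and end-point luminescence was read after 10 min at room temperature.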
POLB inh: blocks human DNA polymerase beta activity | 340,000 compounds, 1.3% hits | Pol beta primer extension/strand displacement, fluorescence kinetic | Potency, µM (series often up to 114 µM), for the others: at the top dose activity change, negative = inhibition, hits mostly inhibitors | AID 485314; further: potency means the concentration at half of the fitted maximal effect; on the % scale 0 is the no-effect control and ±100 the full control effect
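Enzyme-only controls used 10 nM Pol beta; buffer lacking enzyme served as negative control. Compound preincubated 15 min, then 50 nM substrate added; 0 and 10 min reads at room temperature.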
Pol iota inh: blocks human DNA polymerase iota activity; Potency, µM (series often up to 115 µM), for inactives: top-dose activity, negative = inhibition, actives largely listed as inhibitors; AID 588590; Pol iota fluorescent replication assay, 10 min; 390,000 compounds, 1% hits; further: potency means the concentration at half of the fitted maximal effect
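Fluorescent replication assay read twice, at 0 min and 10 min after adding 50 nM (final) substrate. Enzyme (10 nM) and compounds were first incubated 15 min at room temperature; enzyme-free buffer wells were negative controls.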
POLK inh: DNA polymerase kappa (human) inhibition | purified Pol kappa, fluorescent DNA synthesis assay, 10 min | Potency, µM (series often up to 107 µM), for inactives: at the highest dose activity, negative = inhibition, most hits filed as inhibitors | 400,000 compounds, 0.53% hits; further: potency means the concentration at half of the fitted maximal effect; on the % scale 0 is the no-effect control and ±100 the full control effect
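50 nM final substrate added after 15 min RT preincubation of 10 nM Pol kappa with compound; fluorescence read at 0 and 10 min.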
APEX1 inh: APE1 (human) endonuclease inhibition. recombinant APE1, TAMRA/BHQ-2 abasic DNA cleavage fluorescence. P27695. AID 2517. Potency, µM (top dose mostly 65.8 µM), for the others: at the top dose activity change, negative = inhibition, hits mostly inhibitors. 350,000 compounds, 0.35% hits;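 further: potency means the concentration at half of the fitted maximal effect; plate controls were vehicle for no effect and reference inhibitor for full effect; nearly all actives have a fitted effect of over 55% in size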
Target sequence (P27695 whole entry, looked up): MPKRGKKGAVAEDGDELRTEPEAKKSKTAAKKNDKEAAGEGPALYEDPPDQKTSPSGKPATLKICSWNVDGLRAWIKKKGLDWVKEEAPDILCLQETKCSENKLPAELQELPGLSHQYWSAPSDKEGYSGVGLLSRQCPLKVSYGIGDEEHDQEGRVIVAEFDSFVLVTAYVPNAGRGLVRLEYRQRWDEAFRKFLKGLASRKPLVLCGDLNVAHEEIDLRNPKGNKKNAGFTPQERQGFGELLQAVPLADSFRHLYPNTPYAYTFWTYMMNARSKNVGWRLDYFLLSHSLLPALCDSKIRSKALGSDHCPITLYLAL
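Substrate: short duplex with […] THF abasic site, 5'-TAMRA and 3'-BHQ-2, 50 nM final. APE1 at 0.75 nM, preincubated 15 min RT with compound. Fluorescence increase from first to third read measured activity.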
* = called active by the depositor; ? = inconclusive; · = no result given; & = joins results of further samples; [ ] = dose if it differs, or a comment. Unless noted, the call rests on the fitted dose curve; in most records, active means well fitted curve in the direction sought with a large enough effect; inconclusive means small, poorly fitted or top-dose-only effect, or another doubt; inactive means no such curve, though single readings can be large; an effect the other way counts as inactive or inconclusive.

SMILES	POLH inh	BLM inh	Anesthetic bind	LDHA inh	Glioma ERSR ind	POLB inh	Pol iota inh	POLK inh	APEX1 inh
COCc1cc(C)n(CC(=O)Nc2cc(C)cc(C)c2)c(=O)c1C#N	-1%	3%	-3%	-6	-3%	38%	-12%	2%	12%
O=C(CCC1CCN(C(=O)c2cncs2)CC1)Nc1ccccc1	-7%	0%	-5%	-5	1%	48%	5%	-6%	-14%
N#CC1(NC(=O)COC(=O)c2cc(=O)[nH]c3ccccc23)CCCCC1	-9%	·	·	-11&-25	-2%	·	28%	0%	11%
CC(CO)NS(=O)(=O)c1ccc(Br)cc1F (centres undefined)	1%	·	·	-5	-1%	·	3%	-1%	·
CCOC(=O)Cc1cc(-c2ccc(F)cc2)nc2ccc3ccccc3c12	-7%	-5%	3%	-3	1%	?	9%	-3%	2%
CCCCCn1nc(-c2ccccc2)c2nc3ccccc3nc21	-23%	1%	-8%	-1	-2%	4%	25%	-8%	-2%
Cc1c(CNC(C)CCc2ccccc2)c(C(=O)O)c(C)n1Cc1ccc(F)cc1 (centres undefined)	-4%	3%	-9%	-3	2%	18%	19%	4%	·
N#Cc1ccc(/C=N/NC(=S)Nc2ccc(S(=O)(=O)N3CCOCC3)cc2)cc1	-17%	-8%	-9%	-6	0%	-2%	23%	-2%	-9%
CCCN1CCc2c(sc(NC(=O)c3ccc(S(=O)(=O)N(C)c4ccccc4)cc3)c2C(N)=O)C1	-2%	-8%	?	-4	-1%	27%	1%	1%	-13%
COc1cc(C(=O)NCC2CCCO2)cc(Br)c1OCc1ccccc1 (centres undefined)	-10%	·	·	1	-3%	·	13%	-1%	-4%
Cc1ccc(NC(=O)C2CCN(c3nc4ccccc4[nH]3)CC2)c(C)c1	-16%	-3%	-8%	-4	-3%	11%	15%	-11%[60.1 µM]	·
CCOc1ccccc1NC(=O)C1CCN(c2nc(-c3ccc(OC)cc3)no2)CC1	-4%	-2%	-12%	2	-6%	-1%	17%	1%	-6%
COc1ccc2[nH]c(=O)c(CN(Cc3ccco3)C(c3nnnn3Cc3ccccc3)C(C)C)cc2c1 (centres undefined)	1%	-14%	120%[activator]	1	-4%	4%	?	-12%	-3%
COc1ccccc1N(C)S(=O)(=O)c1ccc(C(=O)NC2CCCCC2)cc1	-12%	·	·	2	-3%	·	-8%	-13%	4%
Cc1cc(C)c2oc(-c3cccc(N)c3)nc2c1	-9%	-2%	-3%	-14	4%	15%	-6%	-13%	-1%
CCCn1nnnc1SCC(=O)c1ccc2c(c1)OCCO2	-3%	0%	-6%	1	-2%	-11%	-2%	0%	2%
CCOc1ccccc1N1CCN(C(=O)c2ccc3[nH]c(C)c(C)c3c2)CC1	-26%	-9%	-15%	2	0%	-3%	15%	-19%	29%
CN(CC(=O)Nc1ccc(F)cc1)C(=O)COC(=O)CCN1C(=O)C2CC=CCC2C1=O (centres undefined)	-22%	-2%	-6%	-5	-2%	2%	20%	-12%	6%
CCCc1nn2c(=O)cc(CSCC(=O)Nc3ccccc3)nc2s1	-10%	0%	0%	-2&-5	-3%	-1%	1%	-4%	24%
COc1ccc2c(c1)CCc1c(C(=O)Nc3ccc(OC)c(OC)c3)noc1-2	-1%	0%	-11%	2	0%	19%	29%	-2%	-6%
CC(C)CCNC(=O)c1cccnc1Sc1ccccc1	-1%	-3%	4%	-5	-1%	15%	4%	-9%	3%
COc1ccc(NC(C)=O)cc1S(=O)(=O)N1CCc2ccccc21	-23%	3%	-3%	-3	1%	27%	53%[activator]	-13%	3%
COC(=O)c1c(-c2c(Cl)cccc2Cl)noc1NC(=O)N(C)C	-18%	-5%	-2%	3	-5%	37%[activator]	47%[activator]	-2%	13%
Cc1cccc(C)c1OCc1cc(C(=O)N(C)Cc2cc(C3CC3)n[nH]2)no1	-10%	-7%	-24%	1	3%	9%	-2%	-23%	-17%
CC1([N+](=O)[O-])COC2(OC1)C(=O)Nc1ccccc12 (centres undefined)	-20%	-3%	-6%	-2	1%	-18%	24%	10%	3%

Ordered by SMILES length (lowest first): 6 of the compounds above
SMILES	POLH inh	BLM inh	Anesthetic bind	LDHA inh	Glioma ERSR ind	POLB inh	Pol iota inh	POLK inh	APEX1 inh
CCCc1nn2c(=O)cc(CSCC(=O)Nc3ccccc3)nc2s1	-10%	0%	0%	-2&-5	-3%	-1%	1%	-4%	24%
CC1([N+](=O)[O-])COC2(OC1)C(=O)Nc1ccccc12 (centres undefined)	-20%	-3%	-6%	-2	1%	-18%	24%	10%	3%
COC(=O)c1c(-c2c(Cl)cccc2Cl)noc1NC(=O)N(C)C	-18%	-5%	-2%	3	-5%	37%[activator]	47%[activator]	-2%	13%
CCOC(=O)Cc1cc(-c2ccc(F)cc2)nc2ccc3ccccc3c12	-7%	-5%	3%	-3	1%	?	9%	-3%	2%
Cc1c(CNC(C)CCc2ccccc2)c(C(=O)O)c(C)n1Cc1ccc(F)cc1 (centres undefined)	-4%	3%	-9%	-3	2%	18%	19%	4%	·
Cc1cccc(C)c1OCc1cc(C(=O)N(C)Cc2cc(C3CC3)n[nH]2)no1	-10%	-7%	-24%	1	3%	9%	-2%	-23%	-17%

(more compounds)
SMILES	POLH inh	BLM inh	Anesthetic bind	LDHA inh	Glioma ERSR ind	POLB inh	Pol iota inh	POLK inh	APEX1 inh
CCCCNc1c(-c2ccc(SC(C)CC)c(OC)c2)nc2ccc(Cl)cn12 (centres undefined)	-24%	·	·	6	0%	·	2%	1%	35%
Cc1ccnc2nc(C(=O)Nc3nc(-c4ccccn4)cs3)nn12	79µM*	-26%	-15%	1	1%	11µM*	50µM*	?	?
Cc1ccc2cc(CCNC(=O)C3CCCCC3)c(=O)[nH]c2c1C	-10%	5%	-11%	-5	-5%	26%	-15%	1%	10%
CN(C)S(=O)(=O)c1ccc2c(c1)N(CC(=O)N1CCN(c3ccc(F)cc3)CC1)CCS2	-15%	-2%	35%[activator]	-2	-3%	-1%	21%	-7%[60.1 µM]	·
CCOc1cc(C2C(C(C)=O)=C(O)C(=O)N2CCc2c[nH]c3ccccc23)ccc1O (centres undefined)	1%	-1%	-3%	-2	-4%	4%	3%	-5%	?
O=C(CC1C(=O)OCCN1Cc1ccccc1)Nc1ccc(F)cc1 (centres undefined)	-2%	-2%	?	0	-1%	1%	3%	9%	·
CC(C)n1cc(C#N)c(N)n1	?	·	·	-2	-3%	·	18%	-20%	·
COc1cc(C(=O)OCC(=O)N2CCCC2)cc(OC)c1OC	-7%	-1%	-5%	1	4%	-4%	-8%	1%	2%
CCOC(=O)C1CCCN(Cc2ccccc2F)C1 (centres undefined)	-7%	-2%	-9%	-20	5%	-1%	4%[58.9 µM]	-9%	-2%
Cc1ccc(C)c(-n2nnc(C(=O)Nc3ccc(Br)cc3)c2C)c1	-26%	0%	3%	-5	2%	17%	34%[activator]	2%	·
O=C(CSc1nnc(SCc2ccc(Cl)cc2)s1)N/N=C/c1ccccc1Cl	-12%	-7%	-9%	-1	4%	2%	-4%	-18%	-5%
CCOc1ccc(NC(=O)Cn2nnc(-c3ccccc3NC(=O)c3cccs3)n2)cc1	-10%	0%	-8%	-7	-3%	-1%	7%	0%	9%
O=[N+]([O-])c1ccc(N2CCCC2)nc1	-15%	-3%	-12%	-8	-1%	17%	51%[activator]	-14%	-1%
COc1ccc(CCN2CC(C(=O)N(C)CCn3nc(C)cc3C)CCC2=O)cc1 (centres undefined)	-13%	0%	-3%	-5	-1%	50%	2%	-8%	2%
Cc1onc(-c2c(F)cccc2Cl)c1C(=O)NCc1ccc(F)cc1	?	-1%	9%	1	2%	17%	18%	13%	55%[activator]
COc1ccc(C(=O)Nc2nc3n(n2)C(c2ccccc2)C=C(c2ccccc2)N3)cc1 (centres undefined)	-9%	-1%	515%[activator]	-1	3%	6%	8%	-8%[60.1 µM]	·
O/N=C/C1=C(Cl)c2ccccc2CC1	6%	-3%	?	-15	3%	13%	93%[activator]	-5%	13%
N#Cc1c(-c2ccccc2)nc(SCC(=O)Nc2ccccc2)[nH]c1=O	2%	3%	?	-4	-2%	-21%	7%	-4%	1%
CCOC(=O)C1=C(C)N(CCCCCC(=O)O)C(=O)NC1c1ccccc1OS(=O)(=O)c1ccc(C)cc1 (centres undefined)	4%	·	·	0	-3%	·	?	12%	·
COC(=O)N/N=C/c1ccc([N+](=O)[O-])s1	-17%	8%	-3%	9	0%	15%	-2%	-19%	-8%
CCOc1ccccc1Oc1cn[nH]c1-c1ccc(OCC(=O)NN)cc1O	-16%	-2%	-11%	1	1%	6%	158%[activator]	-2%	-14%
Cc1cccc(NS(=O)(=O)c2cccc(C(=O)N3CC(C)OC(C)C3)c2)c1 (centres undefined)	-11%	·	·	-2	-2%	·	21%	-4%	30%
COc1ccc(-c2nc(Cn3c(=O)cc(-c4ccccc4)c4c(C)nn(C)c43)c(C)o2)cc1OC	-13%	-3%	43%[activator]	5	-4%	1%	-12%	6%	·
CC(=O)Nc1ccc(NC(=O)C(C)Oc2ccccc2F)cc1 (centres undefined)	5%	5%	-8%	-4	0%	13%	4%	-12%	-8%
C[C@H](CO)N1C[C@H](C)[C@@H](CN(C)Cc2ccccc2)Oc2ccc(NC(=O)CCCCCC(=O)Nc3ccccc3N)cc2C1=O	-16%	·	·	5	?	·	24%	-5%	-2%
Cc1cc(C)c(NC(=O)CSc2nc3ccc(NC(=O)CSc4nnnn4-c4ccccc4)cc3s2)c(C)c1	8%	0%	-1%	-6	0%	0%	12%	-7%	?
Cc1nc2cccnc2n1-c1cccc(C(=O)N2CCN(c3ccc(Cl)cc3)CC2)c1	-3%	-4%	-8%	-1	-3%	8%	13%	1%	·
CCN1CCN(Cc2ccc(NC(=O)c3cc(NC(=O)c4cnn(-c5ccccc5)c4N)cc(OC)c3)cc2C(F)(F)F)CC1	-6%	-2%	-14%	0	-4%	-29%	-25%	-2%	-2%
Cc1ccc(NC(=O)C2CCCN(C(=O)c3ccc(Cl)cc3)C2)c(C)c1 (centres undefined)	0%	-9%	-1%	0	3%	6%	59%[activator]	-15%	4%
Cc1c(C)n2c(SCC(=O)NC3CCCCC3)nnc2[nH]c1=O	-23%	·	·	-1	-4%	·	-8%	0%	19%

These rows are one share of the data (hit frequency here may not be typical).
